Screening data from PubChem BioAssay.
SUMO1 PPI mod – SUMO1-SIM interaction modulation. P63165. SUMO1 binding to a labelled peptide, TR-FRET, 1 h. inhibition, % at 20 µM. 360,000 tested, 0.33% active. AID 602429; in the data active = inhibition above about 37%
Target sequence (P63165 whole entry, looked up): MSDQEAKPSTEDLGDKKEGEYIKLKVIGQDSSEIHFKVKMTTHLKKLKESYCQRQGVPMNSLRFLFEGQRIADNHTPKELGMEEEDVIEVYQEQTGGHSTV
NadD block – inhibitors of Staphylococcus aureus NadD; purified NadD enzyme, colorimetric absorbance read-out; 360,000 tested, 0.78% active; inhibition, % at 20 µM; AID 602399; in the data active = inhibition above about 26%; also: some compounds past the cut are filed as inactive
DNMT1 block – DNMT1 (human) enzyme inhibition. P26358. DNMT1 molecular beacon, Hinp1I cleavage, fluorescence. inhibition (reported as % activation of signal), % at 10 µM. 360,000 tested, 0.83% active. AID 588458; in the data active = inhibition above about 50%
SKN-1 inh – blocks SKN-1 activity in C. elegans; inhibition, % at 21.8 µM; 360,000 tested, 0.49% active; C. elegans VP596 Pgst-4::GFP/RFP ratio, acrylamide-induced, 24 h; AID 624304;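 active = interference check ratio from 0.5 to 1.5 plus GFP to RFP signal ratio inhibition reaching or exceeding a fixed threshold, cut at about 30% in these data, passing the limit was not always enough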; also: some compounds called inactive have numbers as strong as hits
Tb MetRS inh – Trypanosoma brucei MetRS inhibition. inhibition, % at 11.9 µM. purified T. brucei MetRS, ATP depletion, Kinase-Glo luminescence. 360,000 tested, 0.4% active;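 active = inhibition above a per-plate cutoff of the control wells' mean inhibition plus 3 SD, cut at about 5.5% in these data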;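 also: 0% = DMSO wells median and 100% = median of wells with control inhibitor compound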
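Dosing: 11.9 µM single point; system: parasite MetRS enzyme; technique: luminescence of leftover ATP; times: 15 min enzyme-compound preincubation, 2 h reaction, 10 min detection, 25 °C; replicates: each compound tested once; read-out basis: percent inhibition relative to median high and low control wells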
LMPTP block – blocks human LMPTP phosphatase; P24666; recombinant LMPTP-A, OMFP fluorogenic substrate, fluorescence intensity; inhibition, % at 20 µM; 360,000 tested, 0.22% active;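 active = compounds that cut the enzyme signal by at least half of the control window in the single-dose screen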;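 also: plate controls were DMSO wells with enzyme plus substrate for no effect and substrate without enzyme for full effect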
Target sequence (P24666 whole entry, looked up): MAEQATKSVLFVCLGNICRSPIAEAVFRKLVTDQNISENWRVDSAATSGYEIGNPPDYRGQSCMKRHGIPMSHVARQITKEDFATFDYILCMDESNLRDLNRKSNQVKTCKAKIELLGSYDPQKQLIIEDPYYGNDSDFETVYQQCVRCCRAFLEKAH
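Test system: LMPTP-A phosphatase enzyme. Amount: LMPTP-A at 0.625 nM final in the reaction. Reagent: OMFP substrate, 400 µM final. Times: 50 min at room temperature. Signal: endpoint fluorescence intensity from OMFP dephosphorylation. Read-out basis: % inhibition. Benchmarks: no-enzyme and uninhibited controls.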
CendR NRP1 mod – modulators of CendR peptide binding to human neuropilin-1. inhibition, % at 25 µM. AID 602438. FAM-RPARPAR peptide binding to NRP-1, fluorescence polarization. 360,000 tested, 0.85% active;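 active = inhibition or corrected inhibition above about 18%, plus a signal ratio from 0.5 to 1.5, limit read from the data, passing the limit was not always enough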; also: strong numbers were not always called active
Neddyl block – blocks human cullin neddylation; P61081+Q13564; TR-FRET cullin neddylation, biochemical; calls only at 25 µM; 360,000 tested, 0.58% active; AID 651699; in the data active = inhibition above about 36%
Scp-1 inhibitor – blocks human Scp-1 phosphatase activity. Recombinant Scp1, phosphopeptide, malachite green phosphate absorbance. 340,000 tested, 0.88% active. inhibition, % at 20 µM;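 active = inhibition above about 50% at 20 µM, limit read from the data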;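 also: plate controls were DMSO wells with enzyme for no effect and wells lacking enzyme for full effect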
Target sequence (Q9GZU7 76-261 limits assumed): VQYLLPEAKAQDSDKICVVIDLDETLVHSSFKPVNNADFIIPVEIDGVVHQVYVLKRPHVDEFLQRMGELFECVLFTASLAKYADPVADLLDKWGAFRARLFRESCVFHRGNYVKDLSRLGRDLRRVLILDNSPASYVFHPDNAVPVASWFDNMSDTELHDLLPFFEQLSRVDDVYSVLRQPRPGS
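Test system – truncated SCP-1 phosphatase (76-261aa) · Reagent – Phosphorylated 17-residue peptide substrate · Incubation – 45 min room-temperature reaction, 5 min colour, 30 min stabiliser · Detection – colorimetric phosphate reagent with accelerator and stabiliser, absorbance at 630 nm · Measure – % inhibition at 20 µM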
STEP block – STEP (human) phosphatase inhibition. P54829. recombinant STEP, OMFP fluorogenic substrate, fluorescence. inhibition, % at 20 µM. 360,000 tested, 0.25% active. AID 588621;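 active = inhibition at 20 µM, scaled per plate between control wells, above about 37%, limit read from the data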;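 also: 0% = DMSO with enzyme and substrate and 100% = substrate only without enzyme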
Target sequence (P54829 whole entry, looked up): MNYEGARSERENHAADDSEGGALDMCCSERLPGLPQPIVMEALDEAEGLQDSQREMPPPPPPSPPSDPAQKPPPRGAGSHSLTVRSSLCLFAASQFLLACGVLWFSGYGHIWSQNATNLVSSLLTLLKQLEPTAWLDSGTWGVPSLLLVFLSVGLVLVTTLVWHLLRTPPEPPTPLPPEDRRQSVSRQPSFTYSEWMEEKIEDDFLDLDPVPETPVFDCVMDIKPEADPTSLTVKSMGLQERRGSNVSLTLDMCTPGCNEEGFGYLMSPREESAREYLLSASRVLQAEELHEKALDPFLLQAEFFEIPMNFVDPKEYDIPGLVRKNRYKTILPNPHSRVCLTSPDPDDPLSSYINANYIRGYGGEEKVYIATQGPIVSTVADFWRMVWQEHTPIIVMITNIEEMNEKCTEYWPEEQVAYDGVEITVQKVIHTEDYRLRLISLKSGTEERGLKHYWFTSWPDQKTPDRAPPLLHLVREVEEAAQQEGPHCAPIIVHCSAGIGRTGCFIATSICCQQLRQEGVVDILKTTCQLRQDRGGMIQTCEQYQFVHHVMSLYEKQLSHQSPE
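System: isolated STEP enzyme; schedule: 20 min enzyme reaction at room temperature, protected from light; medium: Bis-Tris buffer pH 6.0, 2.5 mM DTT, 0.005% Tween 20; signal: fluorescence, 480/540 nm; dosing: single compound dose of 20 µM, 1% DMSO final; also added: OMFP substrate, 25 µM final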
* marks the source's active call; other numbers are inactive results; i = inactive; . = no result given.

SMILES | SUMO1 PPI mod | NadD block | DNMT1 block | SKN-1 inh | Tb MetRS inh | LMPTP block | CendR NRP1 mod | Neddyl block | Scp-1 inhibitor | STEP block
COc1ccc([C@H]2C[C@@H](n3cc(C4CC4)nn3)[C@H](O)CN2C(=O)c2cccs2)cc1 | 3 | 2 | 6 | 9 | -0.8 | -0.3 | -6 | i | . | 2
CCOC(=O)N1CCN(C(=O)CCNS(=O)(=O)c2ccc3c(c2)c(=O)n(C)c(=O)n3C)CC1 | 3 | 7 | 3 | 6 | -0.2 | -0.1 | 0 | i | -1 | 2
COC(=O)C(C)Sc1nc2c([nH]c3ccccc32)c(=O)n1C (stereo unspecified) | -2 | -6 | 1 | 1 | -0.8 | 1.2 | -2 | i | 0 | 2
CCOCCCN1CN(Cc2ccco2)CNC1=S | 2 | -3 | -4 | 5 | 0.1 | -1.0 | -5 | i | 29 | 7
COc1cccc(-c2ncc3ccccc3c2COC(=O)c2cccc(Br)c2)c1 | -3 | 9 | -7 | -2 | 0.2 | 4.4 | 2 | i | 11 | 2
CCCc1nn(C)c2c(=O)[nH]c(-c3cc(S(N)(=O)=O)ccc3OCC)nc12 | 3 | 0 | 1 | -23 | -0.7 | -0.6 | -1 | i | -10 | -1
CCOC(=O)c1ccc2nc(C)c(CC)c(Cl)c2c1 | -1 | 6 | 8 | 9 | -0.5 | 1.3 | 8 | i | -3 | -7
Cn1c(C(O)c2ccccc2)nc(Cl)c1Cl (stereo unspecified) | 5 | -4 | 4 | 8 | -0.6 | 0.3 | 6 | i | -11 | -2
CCOc1ccc(S(=O)(=O)Nc2cccc(C(=O)NCC(c3ccco3)N(C)C)c2)cc1 (stereo unspecified) | -21 | -8 | 1 | 6 | -0.6 | -6.3 | 0 | i | 0 | -2
O=C(COc1ccccc1)Nc1ccccc1N1CCN(c2ccc(F)cc2)CC1 | -1 | 4 | -2 | 13 | -0.7 | 3.9 | 1 | i | -5 | -2
CC(C)CN(C(=O)CSc1nncn1-c1ccccc1)c1c(N)n(CC(C)C)c(=O)[nH]c1=O | -1 | 7 | 1 | 9 | -1.2 | 0.4 | 5 | i | 2 | 0
CCOc1ccc(S(=O)(=O)N2CCOCC2)cc1NC(=O)c1ccccc1F | 15 | -1 | -1 | 12 | -0.3 | 0.5 | 3 | i | -5 | 0
COc1ccc(NC(=O)c2cc(C3CCCCN3C(=O)c3cc(F)ccc3C)on2)c(C)c1 (stereo unspecified) | 1 | -3 | -1 | -3 | -0.1 | -1.4 | -3 | i | . | -1
Cc1cccc(C)c1NS(=O)(=O)c1ccc2c(c1)C(=O)c1ccccc1C2=O | -12 | 5 | 3 | -12 | -1.8 | -0.2 | -4 | i | -2 | -2
Cc1cccc(C(=O)Nc2ccccc2N2CCN(c3ccc(F)cc3)CC2)c1 | -4 | -1 | -5 | 16 | -0.3 | 5.8 | 2 | i | 5 | 3
Cc1ccccc1NC(=S)N(C)C1(c2ccccc2Cl)CCCCC1=O (stereo unspecified) | 5 | 0 | -5 | 14 | -0.3 | 1.9 | -7 | i | -10 | 3
CC(Sc1n[nH]c(N)n1)C(=O)Nc1ccc(Cl)cn1 (stereo unspecified) | -4 | -11 | 2 | -4 | -1.1 | 3.9 | -6 | i | -1 | -1
CCCCn1c(N)c(N(CC(C)C)C(=O)c2cccc(S(=O)(=O)N3CCCCCC3)c2)c(=O)[nH]c1=O | 3 | -3 | 2 | 0 | -0.8 | -1.6 | -6 | i | 8 | -3
Cc1cccc(OCc2nc(-c3ccc(Br)o3)no2)c1 | 5 | -13 | 7 | -4 | -0.7 | 1.5 | 1 | i | -7 | 0
CCC(C)n1c(SC(C)C#N)nc2ccccc2c1=O (stereo unspecified) | 2 | -6 | 1 | -6 | -0.3 | 0.1 | -1 | i | -14 | 2

One compound at a time (already shown). Screens in order: SUMO1 PPI mod, NadD block, DNMT1 block, SKN-1 inh, Tb MetRS inh, LMPTP block, CendR NRP1 mod, Neddyl block, Scp-1 inhibitor, STEP block
CCOC(=O)c1ccc2nc(C)c(CC)c(Cl)c2c1 is listed with -1, 6, 8, 9, -0.5, 1.3, 8, i, -3, -7
CCCc1nn(C)c2c(=O)[nH]c(-c3cc(S(N)(=O)=O)ccc3OCC)nc12 is listed with 3, 0, 1, -23, -0.7, -0.6, -1, i, -10, -1
COc1ccc(NC(=O)c2cc(C3CCCCN3C(=O)c3cc(F)ccc3C)on2)c(C)c1 (stereo unspecified) is listed with 1, -3, -1, -3, -0.1, -1.4, -3, i, ., -1
Cn1c(C(O)c2ccccc2)nc(Cl)c1Cl (stereo unspecified) is listed with 5, -4, 4, 8, -0.6, 0.3, 6, i, -11, -2
CC(C)CN(C(=O)CSc1nncn1-c1ccccc1)c1c(N)n(CC(C)C)c(=O)[nH]c1=O is listed with -1, 7, 1, 9, -1.2, 0.4, 5, i, 2, 0

Next part.
SMILES | SUMO1 PPI mod | NadD block | DNMT1 block | SKN-1 inh | Tb MetRS inh | LMPTP block | CendR NRP1 mod | Neddyl block | Scp-1 inhibitor | STEP block
CC(/C=C/c1ccc2c(c1)OCO2)=N/NC(=O)CNc1ccc(C)cc1 | -12 | 4 | -1 | -13 | -1.6 | -1.7 | -5 | i | -8 | -2
O=C(CSc1nnnn1-c1cccc2c1CCCC2)NC1CCCC1 | 0 | -3 | 1 | 27 | 0.2 | -0.4 | 5 | i | 13 | 8
Cc1ccc(C)c(NC(=O)COC(=O)c2nc(Cl)ccc2Cl)c1 | -2 | -2 | -2 | 18 | -0.3 | -1.3 | -9 | i | -1 | -1
COc1ccc(C)cc1NC(=O)CCNS(=O)(=O)c1cccc2nonc12 | -29 | -1 | 0 | -2 | 0.0 | -0.4 | -2 | i | -1 | -2
CCOC(=O)Cc1csc(N/N=C/c2ccccc2)n1 | -12 | -1 | 1 | 1 | -0.6 | -0.9 | -2 | i | -8 | 0
c1ccc(OCCSc2nc3ccccc3[nH]2)cc1 | 0 | -1 | 2 | 5 | 0.5 | -0.7 | 14 | i | -4 | 2
CCCOc1ccccc1C(=O)NC(CO)C(=O)O (stereo unspecified) | 7 | 0 | 4 | -3 | -1.4 | -2.0 | 6 | i | -2 | 0
CC1Cc2nc(SCC(=O)NCC3CCCO3)n(-c3ccc(F)cc3)c(=O)c2S1 (stereo unspecified) | -7 | -4 | 0 | 4 | 0.0 | -1.0 | 7 | i | -2 | 0
O=C(O)CCC(C(=O)O)n1c(O)c(C2=c3ccccc3=NC2=O)sc1=S (stereo unspecified) | 3 | 3 | 0 | 3 | 0.9 | 3.9 | -9 | i | -13 | 4
O=C(NC1CCCc2ccccc21)C1CCN(c2nnc(-n3cccc3)s2)CC1 (stereo unspecified) | 4 | 12 | 23 | -5 | -0.3 | 2.0 | -10 | i | 0 | 7
COc1cc(C2CC(=O)Oc3cc(C)c(Cl)c(C)c32)cc(OC)c1OC (stereo unspecified) | -2 | -4 | 8 | -6 | -2.9 | 0.1 | -13 | i | 1 | 3
Cc1cc(C)nc(SCc2ccc(C(=O)N/N=C3\CC(C)CC(C)(C)C3)cc2)n1 (stereo unspecified) | -2 | 5 | -7 | -8 | -0.6 | -1.9 | -2 | i | 8 | 0
O=C(CO/N=C/c1ccccc1Cl)N1CCCc2ccccc21 | -5 | -5 | 4 | 12 | 0.2 | 1.2 | -5 | i | -7 | 0
Cc1[nH]nc2c1C1(CCN(Cc3ccccc3)CC1)C(C#N)=C(N)O2 | -8 | -3 | -9 | -3 | -0.3 | 0.2 | -16 | i | -7 | 0
Cc1occc1-c1nnc(SCC(=O)Nc2nc3ccccc3s2)o1 | 3 | -11 | 7 | 1 | -0.2 | -0.9 | -10 | i | -4 | 1
COc1ccc(/C=C/C(=O)N2CCN(c3ccccn3)CC2)c(OC)c1OC | -5 | -6 | -1 | 5 | -0.2 | -0.1 | 0 | i | -7 | 0
COc1ccc(S(=O)(=O)Nc2ccc(-n3cccc3)cc2)cc1 | 0 | -4 | -6 | 23 | -0.7 | 1.7 | 2 | i | -7 | -1
Cc1ccc(-n2nc(C(=O)c3ccccc3)n3c(=O)c(Cc4ccccc4)nnc23)cc1 | -18 | 23 | 0 | 8 | -0.3 | 3.8 | -7 | i | -14 | 6
COc1c(Cl)cc(Cl)cc1C(=O)Nc1ccc(CN2CCCCC2)cc1 | -1 | -7 | -2 | 22 | 0.6 | 0.3 | 18 | i | -4 | 3
CCCn1c(-c2ccccc2)nc2c(=O)n(C)c(=O)[nH]c21 | -2 | 4 | 0 | 8 | -0.1 | -2.6 | -14 | . | -3 | 1
O=C(O)c1ccccc1C(=O)N(c1ccccc1)c1ccccc1 | 0 | -5 | 1 | -19 | -1.4 | -1.0 | -1 | i | 3 | 0
Cc1cc([N+](=O)[O-])c(-c2ccc(/C=N/n3cnnc3)o2)cc1Cl | -18 | 11 | -8 | 0 | 0.0 | 2.3 | -4 | i | -4 | 4
Cc1ccc(-c2cc(C(=O)Nc3ccc(S(=O)(=O)Nc4nc(C)cc(C)n4)cc3)c3ccccc3n2)cc1 | -3 | -3 | 7 | 3 | -0.2 | 0.6 | -4 | i | 8 | -2
C[C@H]1CCC[C@]2(O[C@@H](CCO)C[C@H](O)[C@H]2O)O1 | 1 | 3 | 3 | 8 | -0.4 | -0.9 | -6 | i | -6 | -2
COCCn1c(N)c(N(Cc2ccccc2)C(=O)Cc2c(Cl)cccc2Cl)c(=O)[nH]c1=O | -2 | -6 | 1 | -24 | -0.7 | -1.4 | -7 | i | -11 | 2
COc1cc(C(=O)NCC(c2cccnc2)N2CCN(c3ccc(F)cc3)CC2)cc(OC)c1OC (stereo unspecified) | -2 | -1 | 2 | 24 | -0.4 | -2.0 | -1 | i | -3 | -1
COc1ccc(N2CCN(C(=O)c3cc([N+](=O)[O-])ccc3N3CCN(CCO)CC3)CC2)cc1 | -26 | -8 | 3 | 10 | -0.1 | 0.7 | 12 | i | -4 | 1
CCc1cccc(CC)c1NC(=O)CNCc1cccs1 | -3 | -4 | 1 | -3 | -0.7 | -1.3 | 7 | i | -4 | -2
NC1=NCC(O)=C1c1nc2ccccc2[nH]1 | 4 | -6 | -3 | 1 | -0.6 | 1.4 | 12 | i | -9 | -3
Cc1ccc(NC(=O)c2cc(=O)c3ccccc3o2)cc1 | -17 | -8 | 4 | 0 | 0.2 | -1.1 | 2 | i | -4 | 0
O=C(NCCN1CCN(c2ccccc2)CC1)Nc1cccc(Cl)c1 | 3 | -7 | -1 | -2 | 1.6 | 0.7 | 8 | i | -6 | 2
O=C(CN(c1ccccn1)S(=O)(=O)c1ccccc1)N/N=C/c1cccc([N+](=O)[O-])c1 | -17 | 5 | 2 | 21 | -0.3 | -1.0 | 4 | i | 3 | 0
O=[N+]([O-])c1ccc(S(=O)(=O)NN=CCCc2ccccc2)cc1 | -31 | 3 | -1 | 1 | -0.5 | 0.2 | -8 | i | 5 | -2

Random draw from the library; 4.6% or so of the library scored in one or more.
